# Screening data (PubChem BioAssay)
# KCNH2 WT inh: blocks the wildtype human KCNH2 potassium channel; Q12809; U2OS, BacMam KCNH2, thallium flux FluxOr; active compounds read low; activity change, % at 1.84 µM; 340,000 compounds, 0.37% hits; AID 720551;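 active means maximum activity change below -70%; inconclusive means maximum activity change between -70% and -50%; inactive means maximum activity change above -50%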; further: on the % scale 0 is the no-effect control and ±100 the full control effect
# Target sequence (Q12809 whole entry, looked up): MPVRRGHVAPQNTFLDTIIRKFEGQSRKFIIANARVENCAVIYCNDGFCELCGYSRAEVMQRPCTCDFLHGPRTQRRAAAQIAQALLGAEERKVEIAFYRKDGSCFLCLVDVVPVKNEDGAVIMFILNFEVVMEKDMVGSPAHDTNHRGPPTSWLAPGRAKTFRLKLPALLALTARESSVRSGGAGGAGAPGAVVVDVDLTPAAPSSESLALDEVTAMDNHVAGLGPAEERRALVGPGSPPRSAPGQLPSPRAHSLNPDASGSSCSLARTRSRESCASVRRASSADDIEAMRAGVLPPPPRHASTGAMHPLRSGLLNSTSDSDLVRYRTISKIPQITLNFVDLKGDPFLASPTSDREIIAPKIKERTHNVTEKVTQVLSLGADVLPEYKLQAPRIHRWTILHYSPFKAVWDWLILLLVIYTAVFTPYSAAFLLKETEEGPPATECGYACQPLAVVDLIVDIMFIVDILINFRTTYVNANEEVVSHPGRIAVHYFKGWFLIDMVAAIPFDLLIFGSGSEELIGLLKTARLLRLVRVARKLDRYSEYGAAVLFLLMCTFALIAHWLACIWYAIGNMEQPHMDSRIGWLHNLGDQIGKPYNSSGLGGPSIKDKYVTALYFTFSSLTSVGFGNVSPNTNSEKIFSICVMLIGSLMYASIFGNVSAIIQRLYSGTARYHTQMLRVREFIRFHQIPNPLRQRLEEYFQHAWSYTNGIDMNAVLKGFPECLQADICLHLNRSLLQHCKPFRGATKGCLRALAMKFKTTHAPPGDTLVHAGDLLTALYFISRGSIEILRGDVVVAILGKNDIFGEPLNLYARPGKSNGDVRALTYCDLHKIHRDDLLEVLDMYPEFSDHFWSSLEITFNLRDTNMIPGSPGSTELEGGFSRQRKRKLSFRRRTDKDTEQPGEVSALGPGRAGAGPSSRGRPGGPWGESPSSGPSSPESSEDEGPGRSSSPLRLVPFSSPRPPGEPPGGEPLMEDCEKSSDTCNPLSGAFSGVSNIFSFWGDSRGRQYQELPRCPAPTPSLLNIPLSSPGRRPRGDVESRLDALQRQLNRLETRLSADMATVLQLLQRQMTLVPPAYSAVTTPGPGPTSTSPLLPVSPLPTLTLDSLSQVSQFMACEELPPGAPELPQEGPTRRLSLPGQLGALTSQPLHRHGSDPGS
#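 U2OS cells were transduced with wild-type KCNH2 virus (2.03 x 10^8 / mL) for 4 h at room temperature, then cultured overnight at 37 C. Thallium flux was read with FluxOr dye. Rate constants were normalized to DMSO controls.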
# ELG1 repair inh: ELG1-dependent DNA repair inhibition | HEK293T ELG1-luciferase reporter, luminescence, 16 h; DNA damage induced by 5-fluorouridine | Potency, µM (doses to about 46.1 µM), without a hit: top-dose activity change, negative = inhibition, actives largely listed as inhibitors | 330,000 compounds, 2.3% hits | AID 504467; further: potency means the concentration at half of the fitted maximal effect; on the % scale 0 is the no-effect control and ±100 the full control effect; nearly all actives have a fitted effect of over 55% in size
#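 Overnight (16 hr) co-exposure of 2,000 cells/well to 5-fluorouridine and compound at 37 °C preceded detection. Luciferase was quantified via ONE-Glo luminescence; loss of signal denotes inhibition.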
# A-T KAP1 phos: potential ataxia-telangiectasia treatment; […] A-T fibroblasts, KAP-1 phosphorylation AlphaLISA; neocarzinostatin DNA damage 30 min before lysis; Potency, µM (series often up to 57.5 µM), inactives show top-dose activation, usual class: activators; 320,000 compounds, 0.19% hits; further: potency means the concentration at half of the fitted maximal effect; % of control where 0% means no effect; nearly all actives have a fitted effect of over 45% in size
#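 ATM-like activity read as KAP-1 phosphorylation via AlphaLISA donor/acceptor antibody pairs after lysis and 6 hr at 25C. Cells were ATM-null patient fibroblasts ([…], hTERT), dosed 60 min, then exposed to the DSB inducer NCS for 30 min.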
# TRPV1 ag: human TRPV1 agonism. 320,000 compounds, 0.19% hits. AID 540275. Q8NER1. TRPV1-expressing cells, Fluo-8 calcium influx, agonist mode. activation, % at 8.33 µM; in the data active means activation above about 80%; inconclusive means between about 30% and that limit; further: 0% is about no effect
#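 TRPV1-expressing cells were cultured overnight at 35.5C and loaded with Fluo-8 calcium dye for 40 to 90 min at room temperature. After a 10 s baseline, compound was added and calcium influx was read kinetically for 3 min (ex 480/em 520 nm).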
# Eya2 inh: inhibitors of human Eya2 phosphatase activity; O00167; recombinant Eya2, OMFP fluorescence dephosphorylation (OMFP is methylfluorescein phosphate); Potency, µM (titrated, usually from 76.9 µM), without a hit: at the highest dose activity, negative = inhibition, usual class: inhibitors; 330,000 compounds, 0.006% hits; AID 488837; further: potency means the concentration at half of the fitted maximal effect; on the % scale 0 is the no-effect control and ±100 the full control effect
#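 Eya2 (0.2 uM) preincubated 10 min at ambient with compound, then OMFP substrate added at 50 uM; 10 min reaction in 50 mM HEPES pH 7.5, 50 mM NaCl, 5 uM MgCl2, 0.05% BSA, 1 mM DTT. Fluorescence read at Ex 485/Em 525 nm.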
# Mito fusion act: mitochondrial division inhibition or fusion activation. Potency, µM (top dose mostly 46.1 µM), for inactives: at the highest dose growth rescue (activation), actives largely listed as activators. S. cerevisiae fusion-defective mutant growth rescue, CellTiterGlo 48 h. 320,000 compounds, 0.23% hits;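 further: potency means the concentration at half of the fitted maximal effect; % of control where 0% means no effect; nearly all actives have a fitted effect of over 45% in size; temperature-sensitive fusion mutants such as fzo1-1 at 37 °C on non-fermentable ethanol glycerol medium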
#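 Luminescent cell viability in 1536-well qHTS format served as the measure of rescued growth in ts fusion-mutant S. cerevisiae cultured on non-fermentable YPEG for 48 hours at 37C.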
# USP2a inh: USP2a (human) protease inhibition; O75604; USP2 core, Ub-CHOP2 coupled fluorogenic reporter, 485/531; Potency, µM (top dose mostly 38.3 µM), for inactives: at the highest dose activity change, negative = inhibition, actives largely listed as inhibitors; 330,000 compounds, 0.01% hits; AID 463254;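 further: potency means the concentration at half of the fitted maximal effect; plate controls were DMSO wells for no effect and full inhibition by NEM control for full effect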
#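 USP2 core (10nM final) preincubated 30min RT with compound in 20mM Tris-HCl pH 8.0, 2mM CaCl2, 2mM beta-mercaptoethanol, 0.05% CHAPS; 25nM Ub-CHOP2 plus 25nM reporter substrate added, fluorescence (Ex485/Em531) read after 60min.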
# KCNH2 3.1 block: KCNH2 3.1 (human) potassium channel inhibition | U2OS KCNH2 3.1, thallium flux FluxOr; active compounds read low | activity change, % (tested at about 1.8 µM) | 340,000 compounds, 0.95% hits | AID 720553;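 active means maximum activity change below -70%; inconclusive means maximum activity change from -70% to -50%; inactive means maximum activity change above -50%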;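 further: thallium influx rate constant from kinetic fluorescence after stimulation buffer; on the % scale 0 is the no-effect control and ±100 the full control effect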
#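 Virally transduced U2OS (3.1 isoform, 4 h infection in dark at RT) → overnight 37 C → FluxOr + Red40 in HBSS/HEPES, 45 min → stimulation buffer, 2 min kinetic read → rate constant vs DMSO controls.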
# TSHR antagonist: human thyrotropin receptor antagonism | TSHR-expressing cells, TSH-stimulated cAMP HTRF, 2 h; active compounds read low | activity change, negative = inhibition, % at 11.5 µM | 330,000 compounds, 0.2% hits;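 active means activity change below a set negative limit, meaning inhibition stronger than a set level, cut at about -70% in these data; inconclusive means activity change between two set negative limits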; further: on the % scale 0 is the no-effect control and ±100 the full control effect
#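 Freshly harvested TSHR cells receive pin-tooled compound, then EC80 TSH at 4nM final. After 2 hours at 37 deg C, antibody in lysis buffer and cAMP-d2 are added; 30 minutes at ambient temperature precede the HTRF read.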
# TCR act: T cell receptor activation. Potency, µM (highest dose often 9.22 µM), inactives show top-dose activation of IL-2 secretion, usual class: activators. 330,000 tested, under 10 active. AID 504894. primary human leukocytes, anti-CD3, IL-2 HTRF, 48 h; further: % of control where 0% means no effect
#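 IL-2 produced over 48 hr by a-CD3 bead-stimulated primary human leukocytes exposed to compounds was detected with a homogeneous time-resolved FRET immunoassay, 665nm acceptor signal after 320nm excitation.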
# * = called active by the depositor; ? = inconclusive; · = not tested or not shown; [ ] = another dose, or the depositor's remark. Unless noted, the call rests on the fitted dose curve; in most records, active means well fitted curve in the direction sought with a large enough effect; inconclusive means small, poorly fitted or top-dose-only effect, or another doubt; inactive means no such curve, though single readings can be large; an effect the other way counts as inactive or inconclusive. Some of the compounds tested. The share of hits here may be higher or lower than overall.
# Each structure is followed by: KCNH2 WT inh	ELG1 repair inh	A-T KAP1 phos	TRPV1 ag	Eya2 inh	Mito fusion act	USP2a inh	KCNH2 3.1 block	TSHR antagonist	TCR act
1	COc1ccc(CCNC(=O)CC2SC(N)=NC2=O)cc1OC (centres undefined)
    -2.0	4.7%	3.1%	-0.2	-29.2%	-5.7%	0.1%	3.3	-7.6	-3.1%
2	CCN(CC)CCNC(=S)Nc1ccc2nc(N3CCCC3)cc(C)c2c1
    -0.5	?	-1.2%	1.8	-17.2%	-0.4%	0.7%	9.0	5.6	5.6%
3	Cc1ccc2occ(/C=C/C(=O)c3ccccc3O)c(=O)c2c1
    0.0	-2.5%	4.5%	9.5	-4.6%	-3.4%	0.5%	9.2	-2.7	6.5%
4	COc1cc(N=Nc2ccc3ccccc3c2)ccc1O
    -1.9	?	30.5%	4.2	-21.5%	-28.0%	-3.7%	12.4	9.3	2.6%
5	N#Cc1nc(-c2ccc(F)cc2)oc1NCc1cccc2c1OCO2
    22.2	14.7%	-6.3%	?	-5.2%	13.9%	-8.3%	3.9	-4.6	3.1%[46.1 µM]
6	CCN(CC)CCNC(=O)COc1ccc(Cl)cc1Cl
    38.9	-15.8%	2.5%	-3.4	-2.7%	-3.9%	3.6%	-12.3	19.8	-20.2%
7	COc1ccc(S(=O)(=O)N(C)C[C@H]2Oc3ccc(NC(=O)Nc4c(C)noc4C)cc3C(=O)N([C@H](C)CO)C[C@@H]2C)cc1
    ·	1.9%	9.9%	·	10.1%	·	3.7%	·	-10.7	0.5%
8	CCOC(=O)c1cc2[nH]c3ccccc3c2[n+](-c2ccc([N+](=O)[O-])cc2)c1N
    -1.6	-19.3%	-5.9%	0.9	6.3%	0.0%	1.3%	-15.6	-16.2	0.2%[46.1 µM]
9	COc1cc2[nH]c(-c3ccc(C)cc3)cc(=O)c2cc1OC
    8.9	?	5.8%	1.1	-0.6%	0.5%	2.1%	0.9	-7.3	-5.3%
10	CCOC(=O)Cn1c(CN(Cc2ccccc2)Cc2ccccc2)nc2c1c(=O)[nH]c(=O)n2C
    14.8	-27.7%	-4.3%	11.7	4.4%	3.2%	3.5%	-11.9	-7.0	·
11	CC1CCCN(Cc2ccc(OCc3ccccc3)cc2)C1 (centres undefined)
    10.2	?	1.1%	1.3	4.3%	0.0%	2.8%	-16.7	6.9	-1.5%
12	O=C(COC(=O)c1ccc(Br)o1)Nc1ccc(F)cc1[N+](=O)[O-]
    0.3	0.0%	-1.2%	·	0.8%	·	7.1%	-6.5	·	6.3%
13	COCCCNC(=O)c1ccc(CS(=O)(=O)c2ccc(Br)cc2)o1
    11.1	-4.0%	9.6%	2.3	3.2%	0.6%	-1.2%	-35.6	2.8	1.3%
14	COc1ccc(C(=O)OCn2nnc3ccccc3c2=O)cc1[N+](=O)[O-]
    -2.1	18.5%	-0.4%	7.6	?	-4.3%	1.0%	1.0	-0.4	-0.8%
15	COc1c(NC(C)=O)c2ccccc2c2ccccc12
    -18.7	1.3%	6.0%	3.1	5.1%	-0.4%	-0.5%	-6.0	6.8	-1.9%
16	Cc1cc(Cl)c(S(=O)(=O)NC(C(=O)O)C(C)C)cc1OCC(=O)NC1CCCCC1 (centres undefined)
    2.1	6.7%	-0.4%	-5.1	-0.1%	0.4%	-2.7%	0.2	2.6	-1.4%
17	CCc1ccc(OCCOCC(O)CN(CCO)CCO)cc1 (centres undefined)
    2.2	3.3%	-0.9%	-3.3	-3.9%	-4.2%	2.0%	-5.0	2.9	-1.5%[46.1 µM]
18	CN(C1CCCCC1)S(=O)(=O)c1ccc(=S)[nH]c1
    -7.0	18.5%	11.0%	-3.4	-7.5%	26.5%	1.0%	0.3	-1.0	-4.7%
19	O=C(Cc1c(F)cccc1Cl)NNC(=O)c1ccc(Br)s1
    2.7	0.0%	0.9%	·	-1.0%	·	6.7%	11.3	·	-0.7%
20	COc1cccc(NC(=O)CCS(=O)(=O)c2cccs2)c1
    -0.9	?	-5.3%	2.4	-42.2%	-3.4%	1.8%	-2.3	4.5	10.8%
21	O=C1N[C@@H](Cc2ccccc2)COC(=O)[C@H](Cc2ccc(F)cc2)C/C=C\C[C@H]1CC(=O)N(CCO)Cc1ccccc1
    0.3	?	9.9%	·	-26.3%	·	-10.8%	·	-5.4	0.2%
22	Cc1ccccc1C(=O)c1cccn1CC(=O)NCc1ccccc1Cl
    -1.2	?	13.3%	?	-2.3%	-2.7%	-5.1%	9.0	42.6	-7.9%
23	CCCn1c(NC(=O)c2cccc(C)c2C)nc2ccccc21
    4.6	-25.3%	7.3%	16.2	-10.4%	3.9%	-9.5%	-0.5	0.3	0.8%
24	COc1ccc(CN2CCN(C3CCOCC3)CC2CCO)c(C)c1C (centres undefined)
    -2.1	-4.8%	1.2%	1.3	-0.1%	-4.6%	3.2%	7.9	-7.7	-4.1%
25	Cc1ccc(/C=C/C(=O)N2CCc3ccccc3C2)cc1
    -10.7	?	·	80.4*	6.2%	4.5%	0.5%	-15.8	-12.0	-1.3%
26	COc1ccc(NC(=S)Nc2ncccc2C)cc1OC
    -5.5	?	-2.7%	-4.8	1.4%	5.8%	0.0%	13.0	-3.8	4.9%
27	O=C(Nc1nccs1)C(NS(=O)(=O)c1ccc(Br)s1)c1ccccc1 (centres undefined)
    3.2	?	1.2%	-1.4	4.7%	1.8%	2.2%	-6.5	0.7	-1.1%
28	CC1(C(=O)O)CCC(C(=O)NC2CCCCC2)C1(C)C (centres undefined)
    12.5	1.1%	-0.5%	0.5	1.3%	-0.2%	2.6%	4.6	-6.6	3.0%
29	CCCc1cc(=O)[nH]c(SCC(=O)c2cc(C)n(-c3c(C)n(C)n(-c4ccccc4)c3=O)c2C)n1
    -2.6	3.1%	-9.7%	-0.4	-8.4%	-3.3%	-1.0%	-6.1	-0.8	-4.7%
30	COc1cccc(-c2nnn(CC(=O)O)n2)c1
    0.2	8.3%	7.3%	0.4	14.8%	-1.4%	0.0%	-4.6	-11.1	·
31	Cc1cccc(N2CCN(C(=O)c3ccc4c(c3)NC(=O)C(CSCc3cccc(F)c3)N4)CC2C)c1 (centres undefined)
    -13.3	22.2%	-1.7%	-1.0	11.2%	-0.5%	2.2%	10.6	-0.7	-34.7%
32	COc1ccc(OC)c(NC(=O)CSc2sc3c(O)cc(=O)[nH]c3c2C#N)c1
    15.7	3.2%	4.1%	1.5	8.1%	-0.7%	0.4%	-1.4	-13.4	-3.0%
33	COc1ccc2c(c1)C(C)=CC(C)(C)N2C(=O)CN1C(=O)CCC1=O
    -0.6	7.6%	3.9%	-0.7	-8.7%	0.6%	2.3%	-5.3	3.9	-0.6%[46.1 µM]
34	OCCn1nc2c3ccccc3nc-2n(-c2ccccc2)c1=S
    -5.4	1.2%	-3.7%	0.8	2.8%	-0.1%	-0.1%	2.8	-8.4	5.8%
35	Cc1cc(C)c(C)c(S(=O)(=O)NCC(=O)NCC2CCCCC2)c1C
    11.5	-6.8%	1.6%	-1.1	7.8%	4.0%	-1.2%	-5.2	19.6	5.7%
36	O=C1OCCC1Sc1nnc(-c2ccccc2)o1 (centres undefined)
    8.5	0.8%	2.3%	2.0	-5.7%	-6.3%	1.4%	-5.8	2.1	-2.9%
37	O=C1C2C3C=CC(C4CC34)C2C(=O)N1/N=C/c1ccc(-c2ccc(Cl)cc2[N+](=O)[O-])o1 (centres undefined)
    -4.0	?	·	-8.1	-4.8%	10.0%	-1.2%	-12.4	5.1	-4.9%
38	Cc1cc(NC(=O)CSc2nnc(NC(=O)C3CC(=O)N(c4ccccc4)C3)s2)no1 (centres undefined)
    -18.5	3.7%	-0.9%	-2.4	-4.2%	-2.6%	0.2%	-11.5	6.0	-8.5%[46.1 µM]
39	COc1ccccc1N1CCN(/N=C\c2sccc2C)CC1
    1.6	?	-7.2%	22.7	12.5%	-15.7%	6.6%	15.0	-7.3	-2.4%
40	CCC(C)NC(=O)C1CCN(CCCc2ccccc2)CC1 (centres undefined)
    -0.5	9.7%	-0.7%	3.3	8.1%	-1.9%	2.2%	13.0	2.9	5.5%

# Single records (already shown):
# CCC(C)NC(=O)C1CCN(CCCc2ccccc2)CC1 (centres undefined) is listed with KCNH2 WT inh: -0.5; ELG1 repair inh: 9.7%; A-T KAP1 phos: -0.7%; TRPV1 ag: 3.3; Eya2 inh: 8.1%; Mito fusion act: -1.9%; USP2a inh: 2.2%; KCNH2 3.1 block: 13.0; TSHR antagonist: 2.9; TCR act: 5.5%
# Cc1cc(NC(=O)CSc2nnc(NC(=O)C3CC(=O)N(c4ccccc4)C3)s2)no1 (centres undefined) is listed with KCNH2 WT inh: -18.5; ELG1 repair inh: 3.7%; A-T KAP1 phos: -0.9%; TRPV1 ag: -2.4; Eya2 inh: -4.2%; Mito fusion act: -2.6%; USP2a inh: 0.2%; KCNH2 3.1 block: -11.5; TSHR antagonist: 6.0; TCR act: -8.5%[46.1 µM]
